GPR7 antag – antagonists of human GPR7 (neuropeptides B/W receptor 1) | P48145 | GPR7-expressing cells, fluorescence antagonist assay | inhibition, % at 4.4 µM | hit rate 1.1% among 290,000 | AID 1861; in the data active = inhibition above about 16%, passing the limit was not always enough;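 note: cells stimulated with the agonist NPW; 0% = agonist with vehicle and 100% = vehicle without agonist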
Target sequence (P48145 whole entry, looked up): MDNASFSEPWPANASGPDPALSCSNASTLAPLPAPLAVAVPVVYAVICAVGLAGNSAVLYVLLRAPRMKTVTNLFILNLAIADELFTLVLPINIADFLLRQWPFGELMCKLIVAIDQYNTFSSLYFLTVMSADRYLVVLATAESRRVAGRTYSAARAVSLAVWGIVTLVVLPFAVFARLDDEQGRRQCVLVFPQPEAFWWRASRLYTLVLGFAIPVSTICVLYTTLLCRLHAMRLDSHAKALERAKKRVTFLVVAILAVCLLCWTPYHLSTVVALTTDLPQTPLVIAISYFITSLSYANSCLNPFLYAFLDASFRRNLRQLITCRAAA
OXTR ag – agonists of human oxytocin receptor. activation, % at 3 µM. CHO-OTR cells, Fluo-8 calcium fluorescence; normalized: DMSO 0%, oxytocin 100%. P30559. hit rate 0.32% among 320,000;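 active = activation above the mean of all tested compounds plus 3 SD, cutoff set per screening run, cut at about 20% in these data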;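 note: peak over basal fluorescence ratio from a 100 s FLIPR kinetic read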
PfM18AAP inh – PfM18AAP enzyme inhibition | recombinant PfM18AAP, H-Glu-NHMec fluorogenic cleavage | hit rate 1.2% among 290,000 | inhibition, % at 7.35 µM;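 active = inhibition above the campaign mean inhibition over all tested compounds plus 3 SD, cut at about 28% in these data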;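 note: 0% = plate median of test compound wells and 100% = 2 mM ZnCl2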
MEKK2mut PB1 HTS – signal of MEK5 binding to mutant human MEKK2 PB1 domain | bead flow cytometry, Alexa488-MEK5 binding to MEKK2 mutant | hit rate 0.35% among 290,000 | percent response, % at 10 µM | AID 1530; in the data active = percent response above about 24%, passing the limit was not always enough; note: inactives centre near 1; some results filed as inactive read as strong as hits; reference of the scale not given here
MEKK2 WT-MEK5 – raises or lowers MEK5 binding to wildtype human MEKK2 PB1 domain. binding response (% of control), % at 10 µM. Q9Y2U5. bead flow cytometry, Alexa488-MEK5 binding to MEKK2 WT; actives lie on both sides. hit rate 1.1% among 290,000; in the data active = binding response below about 67% or above about 130%
DNA FID counter – counter-screen for HCV NS3 helicase inhibitors: DNA intercalator displacement. DNA fluorescent intercalator displacement, fluorescence. inhibition, % at 7.9 µM. hit rate 0.17% among 290,000. AID 1845; in the data active = inhibition above about 37%;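 note: 0% = vehicle and 100% = reference compound; higher means more ethidium bromide displaced from hairpin DNA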
MEKK3 PB1 HTS – MEKK3-MEK5 PB1 interaction, increase or decrease; hit rate 1.4% among 290,000; AID 1529; bead-based flow cytometry, Alexa488-MEK5 binding to MEKK3; actives lie on both sides; 0 = blocked by unlabeled MEK5, 100 = vehicle; binding response (% of control), % at 10 µM;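 active = binding response more than 3 SD above or below the average of its plate-row segment, actives on both sides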;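 note: Alexa488 bead fluorescence after subtracting the streptavidin-only scavenger bead signal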
Target sequence (Q99759 whole entry, looked up): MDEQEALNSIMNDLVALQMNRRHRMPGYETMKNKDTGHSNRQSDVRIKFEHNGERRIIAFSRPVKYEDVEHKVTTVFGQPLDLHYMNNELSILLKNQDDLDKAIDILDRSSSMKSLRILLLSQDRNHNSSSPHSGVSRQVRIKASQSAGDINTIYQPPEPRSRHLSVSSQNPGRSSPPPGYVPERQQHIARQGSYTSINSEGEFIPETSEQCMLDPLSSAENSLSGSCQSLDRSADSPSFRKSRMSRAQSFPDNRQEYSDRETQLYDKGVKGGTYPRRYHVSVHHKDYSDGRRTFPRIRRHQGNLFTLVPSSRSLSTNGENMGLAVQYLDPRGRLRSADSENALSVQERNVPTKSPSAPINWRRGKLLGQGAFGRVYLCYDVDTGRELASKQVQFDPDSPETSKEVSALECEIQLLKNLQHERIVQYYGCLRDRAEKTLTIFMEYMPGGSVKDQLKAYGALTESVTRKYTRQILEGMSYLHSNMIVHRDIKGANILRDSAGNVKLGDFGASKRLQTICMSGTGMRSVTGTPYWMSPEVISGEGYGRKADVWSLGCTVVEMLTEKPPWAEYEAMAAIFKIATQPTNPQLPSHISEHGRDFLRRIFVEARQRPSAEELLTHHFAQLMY
PHOSPHO1 block – blocks human PHOSPHO1 phosphatase activity; Q8TCT1; inhibition, % at 13.3 µM; hit rate 1.1% among 290,000; recombinant PHOSPHO1, absorbance phosphatase assay; in the data active = inhibition above about 60%
NALP1 inh – inhibitors of NALP1 inflammasome in yeast; S. cerevisiae NALP1/ASC/caspase-1 growth, X-gal OD620, 72 h; inhibition, % at 10 µM; hit rate 0.61% among 280,000; AID 2071; in the data active = inhibition mostly above about 24%, no sharp cut-off; inactive = mostly below about 32%; note: some compounds called inactive have numbers as strong as hits
* hit, by the source's call; . = no result given; [ ] = another dose, or the depositor's remark.

SMILES,GPR7 antag,OXTR ag,PfM18AAP inh,MEKK2mut PB1 HTS,MEKK2 WT-MEK5,DNA FID counter,MEKK3 PB1 HTS,PHOSPHO1 block,NALP1 inh
COCCn1nnnc1CN1CCC(Cc2ccccc2)CC1,4.3,1.0,1.4,-6.0,87.0,-4.8,87.0,11.1,-14.2
Cc1cc(C(=O)N/N=C2\CC(=O)c3ccccc32)c(C)n1-c1ccc(F)cc1,-9.7,-1.1,10.6,-2.0,89.0,-20.9,93.0,13.9,.
CCCN1CC(O)=C(C#N)C1=O,-4.9,-0.2,-9.1,-4.0,97.0,2.6,102.0,-3.6,-10.2
CCCOc1cccc(C(=O)NC(=S)Nc2ccc(N3CCN(C)CC3)cc2)c1,-0.1,1.7,-2.3,46.0,152.0*,4.8,103.0,-9.0,1.4
CC(C)C(=O)NC(=S)Nc1ccccc1F,-8.7,-1.4,-7.7,0.0,106.0,-2.2,104.0,37.9,5.8
COc1cccc(NS(=O)(=O)c2ccc(-c3coc(C)n3)cc2)c1,-10.3,5.4,-6.7,-3.0,99.0,-31.1,100.0,32.4,12.6
CCOc1ccc(Br)cc1-c1noc(-c2cccs2)n1,-2.9,-0.3,-0.3,-3.0,100.0,0.9,100.0,19.2,-3.8
COc1ccc(-n2c(-c3ccccc3)c[n+]3c2CCC3)cc1,-3.6,-0.8,2.8,6.0,101.0,-3.1,104.0,36.4,.
CCOc1ccccc1C(=O)N(C)Cc1cc2ccccc2[nH]c1=O,-6.9,0.7,0.5,3.0,101.0,-21.3,101.0,-1.5,18.2
Cc1nc2sc(C(c3ccc(C(C)C)cc3)N3CCN(CCO)CC3)c(O)n2n1 (stereo not given),-6.4,0.6,13.9,10.0,118.0,19.7,110.0,15.2,.
Cc1cccc(C)c1NC(=O)N1C2CCC1CC(O)(c1cccnc1)C2 (stereo not given),-15.5,1.4,0.4,-10.0,78.0,4.3,97.0,-5.3,5.1
CC1CCCC(C)N1C(=O)CSc1nnc(-c2cccs2)o1 (stereo not given),5.0,-1.0,-0.1,5.0,100.0,-12.6,102.0,30.2,.
S=C(NCCc1ccccc1)Nc1ccc(Br)cc1,-3.1,5.2,7.8,9.0,119.0,1.4,101.0,-2.0,49.8
CCC1(C)Cc2ccccc2-c2nc3n(c(=O)c21)CCS3 (stereo not given),-9.4,-2.8,3.1,0.0,96.0,-10.8,100.0,3.9,21.8
COc1ccccc1CC(=O)NC(=O)c1ccccc1O,-28.2,-0.4,14.1,-4.0,102.0,-6.6,107.0,9.8,16.4
COc1ccc(/C=N/OCc2ccccc2C#N)c(OC)c1,-15.1,-1.1,0.0,5.0,108.0,-17.5,106.0,17.9,2.9
CCN(CC(=O)NCc1ccc2c(c1)OCO2)S(=O)(=O)c1ccc(F)cc1,-1.1,1.8,-9.6,-6.0,96.0,-9.6,101.0,26.5,9.9
COc1ccc(CNC(=O)C(OC(=O)c2nsc(Cl)c2Cl)C(C)C)cc1 (stereo not given),-5.6,-2.5,-1.2,-6.0,90.0,-6.9,100.0,19.2,0.0
CCOc1cccc2cc(-c3nnc(NCc4ccc5c(c4)OCO5)s3)c(=O)oc12,-3.5,-0.9,-4.6,13.0,96.0,-4.8,102.0,-17.6,39.6
O=C(c1ccc2c(c1)OCO2)N1CCN(C(=O)c2ccco2)CC1,-13.2,0.7,-2.1,-7.0,85.0,-6.4,78.0,-5.3,3.7
CCOC(=O)C1CCCN(CC(=O)Nc2c(C(=O)OC)[nH]c3ccccc23)C1 (stereo not given),-11.3,15.6,4.4,-3.0,92.0,-24.1,93.0,19.3,3.9
O=C1c2ccccc2C(=O)c2c1ccc1c(=O)n(-c3ccccc3)[nH]c21,-5.8,-0.3,4.1,2.0,103.0,3.8,103.0,-5.1,32.3
CSc1ncccc1C(=O)Nc1ccc(OC(F)(F)F)cc1,8.5,2.0,-13.7,-10.0,82.0,-0.5,86.0,1.8,9.1
CC(=O)Nc1cccc(NS(=O)(=O)Cc2ccc(Cl)cc2)c1,1.2,0.4,6.2,0.0,96.0,3.3,96.0,6.9,26.4
O=C(O)CC1S/C(=N/N=C/c2ccc(Br)cc2)N(c2ccccc2)C1=O (stereo not given),6.2,.,-3.6,-5.0,91.0,-30.5,92.0,-18.8,12.8
CCC(Sc1nc(N)cc(N)n1)C(=O)O (stereo not given),-3.4,-0.5,-1.9,2.0,100.0,-0.6,100.0,-2.1,-4.2
Cc1c(NC(=S)NC(=O)COc2ccccc2)c(=O)n(-c2ccccc2)n1C,-3.7,-0.2,1.3,-1.0,94.0,0.1,81.0,-2.2,26.9
Cn1c(N)c(C(=O)COC(=O)C2CCN(S(=O)(=O)c3cccs3)CC2)c(=O)n(C)c1=O,-3.4,0.4,4.8,3.0,102.0,-12.3,101.0,48.3,.
O=[N+]([O-])c1cccc(S(=O)(=O)NCCCn2ccnc2)c1,-7.3,0.6,1.3,7.0,108.0,0.0,96.0,30.5,10.6
O=C(NCc1ccccn1)C(=O)N/N=C/c1ccccc1O,-13.1,-1.4,15.9,-4.0,97.0,-4.4,93.0,14.9,.
CCCCNC(=O)Cn1c(=O)oc2cc(S(=O)(=O)N3CC(C)CC(C)C3)ccc21 (stereo not given),-4.5,-0.5,5.1,8.0,110.0,-31.8,111.0,-11.3,-9.1
CCOc1ccc(NC(=O)CCNC(=O)Cn2cnc3ccccc3c2=O)cc1,-9.8,-0.1,-0.4,-4.0,92.0,-7.6,99.0,16.0,27.0
CCOC(=O)CN(Cc1sccc1C)C(=O)Nc1ccc(OCC)cc1,-3.3,-1.1,3.0,0.0,104.0,-12.2,107.0,1.6,11.5
CC(C)C1(C)C(=O)N=C2c3ccccc3C(=O)N21 (stereo not given),-13.9,0.8,0.5,4.0,102.0,-1.0,98.0,6.4,0.4
Cc1ccc(C(=O)N/N=C\c2c(C)nn(-c3ccccc3)c2Cl)cn1,-4.9,-0.6,-2.5,20.0,125.0,-28.0,108.0,-5.2,12.3
CCN(CC)S(=O)(=O)c1cccc(C(=O)Oc2cccnc2)c1,-11.9,0.3,-16.8,-5.0,93.0,-0.6,96.0,29.0,5.1

By substructure, those above with a cyano group
SMILES,GPR7 antag,OXTR ag,PfM18AAP inh,MEKK2mut PB1 HTS,MEKK2 WT-MEK5,DNA FID counter,MEKK3 PB1 HTS,PHOSPHO1 block,NALP1 inh
CCCN1CC(O)=C(C#N)C1=O,-4.9,-0.2,-9.1,-4.0,97.0,2.6,102.0,-3.6,-10.2
COc1ccc(/C=N/OCc2ccccc2C#N)c(OC)c1,-15.1,-1.1,0.0,5.0,108.0,-17.5,106.0,17.9,2.9

Continuation.
SMILES,GPR7 antag,OXTR ag,PfM18AAP inh,MEKK2mut PB1 HTS,MEKK2 WT-MEK5,DNA FID counter,MEKK3 PB1 HTS,PHOSPHO1 block,NALP1 inh
CC1=CC(c2ccccc2)n2nc(N3C(=O)CCC3=O)nc2N1 (stereo not given),-12.7,-0.7,6.1,1.0,111.0,-0.9,104.0,-6.8,0.2
CCC(Sc1nc2c(cnn2-c2ccccc2)c(=O)[nH]1)C(=O)OC (stereo not given),-8.2,-1.7,-1.1,3.0,103.0,-5.8,100.0,-9.3,33.7
Cc1c(NC(=O)C2CC=CCC2C(=O)O)c(=O)n(-c2ccccc2)n1C (stereo not given),-12.2,-0.1,-7.0,6.0,107.0,0.6,103.0,-16.3,13.4
O=C(Cn1nc(C(F)(F)F)c2c1CCCC2)NCCN1CCOCC1,8.3,-0.4,-0.7,-2.0,96.0,7.2,97.0,14.0,14.8
CC(=O)CCc1oc2c([N+](=O)[O-])cccc2c1-c1ccc(C)o1,-0.1,-2.7,-17.5,-10.0,93.0,4.7,101.0,-7.5,-6.7
CC(=O)c1ccc(NC(=O)CSc2nnc(NC(=O)c3ccco3)s2)cc1,-10.4,0.7,2.0,2.0,102.0,-1.9,99.0,47.6,0.9
O=C(CNC(=O)c1ccc(-c2ccccc2)cc1)OCc1ccc(Cl)cc1,-17.8,0.8,-1.2,-2.0,91.0,-2.7,92.0,9.5,13.1
COc1cc(C(C)=O)ccc1COc1ccc(C(=O)OCC(N)=O)cc1OC,-13.2,0.6,9.9,-1.0,98.0,-20.5,72.0*[inhibitor],-31.2,.
CCOC(=O)c1sc(NC(=O)CSc2nnnn2-c2ccccc2)c(C(=O)OCC)c1C,-3.8,-0.1,-2.1,6.0,100.0,-1.1,102.0,-2.2,20.1
CCN(C(=O)CN1C(=O)/C(=C/c2ccc(F)cc2)SC1=S)C1CCS(=O)(=O)C1 (stereo not given),-3.7,1.1,-0.7,1.0,104.0,-43.9,101.0,31.5,4.8
CC(C)Cc1nnc(NC(=O)CCNC(=O)c2ccco2)s1,7.2,0.6,-8.7,-1.0,92.0,-18.4,98.0,0.1,1.7
COc1cc(C2c3c(-c4ccccc4)n[nH]c3C(=O)N2c2ccc(C(=O)O)cc2)ccc1O (stereo not given),-0.2,0.3,7.3,-4.0,102.0,-30.6,102.0,-0.1,31.8

MEKK2 WT-MEK5, hit marks shown above
structure | GPR7 antag | PfM18AAP inh | MEKK2mut PB1 HTS | MEKK2 WT-MEK5 | MEKK3 PB1 HTS | PHOSPHO1 block | NALP1 inh
CCCOc1cccc(C(=O)NC(=S)Nc2ccc(N3CCN(C)CC3)cc2)c1 | -0.1 | -2.3 | 46.0 | 152.0* | 103.0 | -9.0 | 1.4

(cont.)
SMILES,GPR7 antag,OXTR ag,PfM18AAP inh,MEKK2mut PB1 HTS,MEKK2 WT-MEK5,DNA FID counter,MEKK3 PB1 HTS,PHOSPHO1 block,NALP1 inh
Cc1ccc(O)c(NC(=O)/C=C/C(=O)O)c1,-5.4,0.3,33.0*,-9.0,88.0,-1.4,94.0,-12.7,-0.4
CCC(=O)c1ccc(N2CCN(C(=O)c3cc([N+](=O)[O-])ccc3N3CCN(C)CC3)CC2)c(F)c1,-8.0,2.0,-9.1,5.0,112.0,23.6,102.0,23.8,11.7
O=C(NCCc1ccc(Cl)cc1)c1ccc2c(c1)OCCO2,-6.2,0.6,0.2,-2.0,95.0,-14.9,97.0,-0.6,21.6
COCCn1c(=NC(=O)c2cc3ccccc3oc2=O)sc2cc(S(N)(=O)=O)ccc21,-3.5,0.2,3.0,-2.0,93.0,-0.8,96.0,-13.2,38.3
O=S(=O)(c1cc(Cl)ccc1Cl)N1CCCCC1,-3.0,-3.1,2.5,-1.0,106.0,0.7,104.0,14.8,-7.6

Bioassay records deposited in PubChem by several laboratories.
